Screens from PubChem BioAssay.
Cdc42 wt: human Cdc42 wildtype GTP binding change, either direction; AID 761; GST-Cdc42 beads, Bodipy-GTP binding, flow cytometry; actives lie on both sides; percent activity (GTP binding), % at 10 µM; 190,000 compounds, 0.2% hits; P60953;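 active = percent activity GTP binding at least 20 points away from the 100% baseline, either down as inhibitor or up as activator; inconclusive = compound flagged as likely green fluorescent from well-wide comparison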;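 also: median bead fluorescence of bound Bodipy-FL-GTP at 100 nM; 0% = excess unlabeled GTP control and 100% = no compound control; below 100% means less GTP binding so inhibitor and above means activator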
Target sequence (P60953 whole entry, looked up): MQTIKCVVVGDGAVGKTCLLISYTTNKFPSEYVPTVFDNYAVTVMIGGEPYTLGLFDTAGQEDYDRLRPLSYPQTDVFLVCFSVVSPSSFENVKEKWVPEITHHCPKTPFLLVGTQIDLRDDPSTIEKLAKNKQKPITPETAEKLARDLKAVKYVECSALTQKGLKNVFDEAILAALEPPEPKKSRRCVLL
Rab2 wt GTP: changes GTP binding to wildtype dog Rab2A, up or down; P61105; GST-Rab2 wt beads, Bodipy-GTP binding, flow cytometry; GTP binding activity, % at 10 µM; 190,000 compounds, 0.19% hits; AID 760;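 active = GTP binding activity at least 20 points away from 100%, either lowered or raised; inconclusive = signal likely due to the compound's own green fluorescence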;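 also: 0% = beads with excess unlabeled GTP and 100% = no-compound control corrected for plate trend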
Pf gamet viab: P. falciparum stage V gametocyte viability inhibition; P. falciparum stage V gametocytes, ATP luminescence, 24 h; inhibition, % at 10.9 µM; 150,000 compounds, 0.065% hits;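 active = inhibition above the mean plus 3 SD of compounds within the control limits, set per campaign, cut at about 38% in these data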;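 also: 0% = DMSO wells and 100% = medium only without gametocytes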
ABCG2 inh: blocks JC-1 efflux by human ABCG2 transporter. inhibition, % at 6.6 µM. IgMXP3 cells, flow cytometry. 190,000 compounds, 0.1% hits;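 active = inhibition above 80%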;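 also: 0% = DMSO and 100% = nicardipine control wells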
Target sequence (Q9UNQ0 whole entry, looked up): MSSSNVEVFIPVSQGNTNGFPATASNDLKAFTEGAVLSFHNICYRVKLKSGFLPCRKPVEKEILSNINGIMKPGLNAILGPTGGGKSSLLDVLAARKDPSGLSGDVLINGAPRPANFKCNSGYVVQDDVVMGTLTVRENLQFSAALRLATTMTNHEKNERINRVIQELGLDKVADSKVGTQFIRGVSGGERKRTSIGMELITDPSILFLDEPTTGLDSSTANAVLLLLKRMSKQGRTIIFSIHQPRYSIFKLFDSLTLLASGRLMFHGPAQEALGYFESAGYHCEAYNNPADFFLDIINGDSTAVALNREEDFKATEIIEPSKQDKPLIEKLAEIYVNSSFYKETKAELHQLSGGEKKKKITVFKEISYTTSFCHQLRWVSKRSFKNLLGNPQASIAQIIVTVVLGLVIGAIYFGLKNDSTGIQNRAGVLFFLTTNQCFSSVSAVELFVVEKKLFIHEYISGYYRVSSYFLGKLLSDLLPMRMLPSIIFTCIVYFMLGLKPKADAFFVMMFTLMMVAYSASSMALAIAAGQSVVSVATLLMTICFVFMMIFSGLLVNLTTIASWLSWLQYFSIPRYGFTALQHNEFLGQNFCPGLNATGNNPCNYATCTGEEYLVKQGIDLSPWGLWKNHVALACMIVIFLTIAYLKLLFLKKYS
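Times: 10 min at 25 °C | Test system: Two drug-resistant human cell lines, ABCG2 and ABCB1 | Quantity: 3 million cells/mL final, two lines in 1:1 ratio | Signal: Flow cytometry, 530 nm JC-1 signal | Dosing: Compound at 6.6 µM | Controls: Nicardipine and DMSO wells | Reagent: JC-1 as fluorescent efflux pump substrate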
ABCB1 block: blocks JC-1 efflux by human ABCB1 transporter. P08183. CCRF-Adr cells, flow cytometry. inhibition, % at 6.6 µM. 190,000 compounds, 0.067% hits. AID 1326; in the data active = inhibition above about 40%;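 also: 0% = vehicle and 100% = reference inhibitor; higher value means more JC-1 retained so stronger ABCB1 efflux block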
HRas wt GTP: human HRas wildtype GTP binding, change in either direction; GST-Ras wt beads, Bodipy-FL-GTP binding, flow cytometry; actives lie on both sides; GTP binding activity, % at 10 µM; 190,000 compounds, 0.14% hits; AID 759;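 active = GTP binding activity at least 20% away from the 100% baseline, either lowered as inhibitor or raised as activator; inconclusive = flagged as likely green fluorescent, judged across all proteins in the well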;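 also: 0% = unlabeled GTP competition control and 100% = no-compound control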
Target sequence (P01112 whole entry, looked up): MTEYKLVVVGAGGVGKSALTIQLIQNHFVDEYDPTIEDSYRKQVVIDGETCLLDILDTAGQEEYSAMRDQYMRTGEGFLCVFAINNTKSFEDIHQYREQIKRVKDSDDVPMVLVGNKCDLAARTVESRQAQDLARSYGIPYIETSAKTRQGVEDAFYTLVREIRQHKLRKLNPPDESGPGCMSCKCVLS
Rab7 wt modul: modulators of GTP binding to dog Rab7 wildtype GTPase; GST-Rab7 beads, fluorescent GTP binding, flow cytometry; actives lie on both sides; untreated = 100%, excess cold GTP = 0%; GTP binding activity (percent of control), % at 10 µM; 190,000 compounds, 0.055% hits; AID 758;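 active = fluorescent GTP binding to Rab7 beads changed by at least 20 points from the 100% baseline, either direction, mostly lower; inconclusive = compound itself probably fluorescent, or too few beads counted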;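 also: median green fluorescence of bound Bodipy-FL-GTP per Rab7 bead population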
GSH bead fluor: GSH bead compound fluorescence profile; fluorescence (KMESF) at 10 µM; 190,000 compounds, 0.25% hits; GSH beads flow cytometry, compound fluorescence 488/530 nm; stronger effect = higher value; AID 1776; in the data active = fluorescence above about 89;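 also: glutathione beads carrying GST-tagged Bcl family fusion proteins plus one bare bead set; values are compound well signal with DMSO vehicle wells as background; inactives centre near 16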
Rac1 wt modul: modulators of human Rac1 wildtype GTP binding; P63000; 190,000 compounds, 0.27% hits; GST-Rac1 beads, fluorescent GTP binding, flow cytometry; actives lie on both sides; 0 = cold GTP competed, 100 = untreated; GTP binding activity (% of control), % at 10 µM; AID 757;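 active = GTP binding activity at least 20 points away from the 100% control level, either lower or higher; inconclusive = compound flagged as likely green fluorescent, judged across all proteins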
Avidin bead fluor: avidin bead compound fluorescence profile; Avidin beads, compound fluorescence 488/530 nm, flow cytometry; stronger effect = higher value; AID 1775; 220,000 compounds, 0.38% hits; fluorescence (KMESF) at 10 µM; in the data active = fluorescence above about 47; also: inactives centre near 10
Rac1 mut GTP: human Rac1 activated mutant GTP binding change; P63000; GST-Rac1 activated beads, fluorescent GTP binding, flow cytometry; actives lie on both sides; 100% means binding = to untreated wells; percent activity (GTP binding), % at 10 µM; 190,000 compounds, 0.11% hits;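 active = GTP binding at least 20 percentage points away from the 100% baseline, in either direction, so actives lie on both sides; inconclusive = Compound likely fluorescent itself, or too few beads counted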
Starred values were filed as active, the others as inactive; ? = inconclusive; nt = not tested or not shown.

SMILES	Cdc42 wt	Rab2 wt GTP	Pf gamet viab	ABCG2 inh	ABCB1 block	HRas wt GTP	Rab7 wt modul	GSH bead fluor	Rac1 wt modul	Avidin bead fluor	Rac1 mut GTP
Cc1ccc(-c2csc3ncnc(SCC(=O)c4ccc5c(c4)OCCO5)c23)cc1	98	98	-7	5	0.5	99	101	25	100	13	97
CCOC(=O)C1=C(N)N2C(=O)C(C)SC2=C(C(=O)OC)C1c1cccc(OC)c1 (stereo not drawn)	96	99	nt	3	1.8	99	97	25	101	6	96
CCCn1c(=O)c2ccccc2n2c(SCCOc3ccc(C)cc3)nnc12	102	99	20	7	0.9	100	103	13	100	20	98
COc1cc(/C=C2/SC(=NCc3ccccc3)N(Cc3ccccc3)C2=O)ccc1O	98	99	nt	0	0.1	98	93	19	97	12	96
Cc1ccc(OCC(=O)N2CCc3ccccc32)cc1	100	97	0	4	1.0	100	96	7	100	7	99
O=C1c2cccc3cccc(c23)C(=O)N1c1nncs1	94	90	nt	1	-0.1	93	95	15	91	24	91
CCC(CC)n1[nH]c(=O)c2c(C)cc(C)nc21	95	91	nt	2	0.4	94	96	57	91	8	92
CCOC(=O)c1[nH]c(C)c(C(=O)NCC2CCCO2)c1C (stereo not drawn)	103	101	nt	3	-0.1	101	100	31	106	8	102
Cc1ccc(NP(=O)(c2ccc(N(C)C)cc2NC(=O)c2cccs2)N2CCOCC2)cc1Cl (stereo not drawn)	100	97	7	5	6.6	99	99	12	102	13	100
Cc1c(N=c2c(=O)c3ccccc3c2=O)c(=O)n(-c2ccccc2)n1C	109	105	nt	0	0.1	104	100	18	113	28	103
Cc1cccc(C)c1NC(=O)COC(=O)c1ccccc1[N+](=O)[O-]	94	99	nt	1	0.2	96	99	16	101	9	96
Cc1ccc(CN2CCN(Cc3ccccn3)CC2CCO)cc1 (stereo not drawn)	97	96	-5	0	-0.1	101	102	13	103	10	96
COc1ccc(C(=O)N2CCC(C(=O)Nc3ccccc3OC)CC2)cc1	102	99	5	-2	0.1	98	98	30	100	13	99
CCCCCC(=O)Nc1nnn(CCC)n1	102	102	nt	11	0.9	101	102	22	108	20	99
COc1ccc(-c2cc(C(=O)Nc3cc(C)n(Cc4ccc(Cl)cc4)n3)no2)cc1OC	92	94	nt	13	1.0	96	94	22	94	34	95
CC(C)c1ccc2[nH]c(O)c(N=NC(=O)c3cccc(S(=O)(=O)Nc4ccc(Cl)cc4)c3)c2c1	100	98	-7	5	0.9	99	101	8	97	8	95
C/C=C/c1ccc(OCC(=O)OCc2csc(Nc3ccc(C)cc3)n2)c(OC)c1	99	97	-24	13	0.1	98	98	5	101	12	96
C#CCn1c(=NC(=O)CN2C(=O)CCC2=O)sc2cc(S(N)(=O)=O)ccc21	100	98	-17	-1	0.1	99	96	5	102	5	98
O=[N+]([O-])c1cnc2nc(-c3ccncc3)nn2c1O	92	92	2	5	2.2	91	93	12	96	8	92
O=S(=O)(Cc1ccccc1Cl)N1CCCC1	97	98	nt	2	1.8	98	103	13	96	7	94
O=C(/C=C/c1ccccc1)c1cc(Br)ccc(=O)c1O	97	96	nt	9	0.1	99	98	39	101	8	96
Cc1cccc(N2CCN(Cc3nc(-c4ccc(F)cc4F)oc3C)CC2)n1	99	96	1	1	0.5	96	96	20	101	5	98
Cn1c2c(c(=O)n(C)c1=O)C(c1ccccc1F)C(C#N)=C(N)O2 (stereo not drawn)	95	96	4	1	0.0	98	104	20	96	10	93
COC(=O)C(NS(=O)(=O)c1ccc(F)cc1)c1ccccc1 (stereo not drawn)	95	96	-5	1	0.9	96	95	13	99	10	96
COc1ccc(S(=O)(=O)N2CCC(C(=O)NCCc3ccccc3)CC2)cc1OC	104	97	21	1	0.1	101	98	25	104	5	100

(continued)
SMILES	Cdc42 wt	Rab2 wt GTP	Pf gamet viab	ABCG2 inh	ABCB1 block	HRas wt GTP	Rab7 wt modul	GSH bead fluor	Rac1 wt modul	Avidin bead fluor	Rac1 mut GTP
CCN(CC)S(=O)(=O)c1ccc(C(=O)N2CCN(CCN3C(=O)c4cccc5cccc(c45)C3=O)CC2)cc1	95	98	nt	0	0.4	97	104	66	97	14	97
COc1cccc(NC(=O)NCc2ccc(F)cc2)c1	98	99	nt	12	0.8	95	96	11	98	11	98
COC(=O)Nc1[nH]ncc1[N+](=O)[O-]	93	98	-2	-1	-0.3	97	103	11	100	9	94
O=C(COC(=O)c1ccc(F)c(S(=O)(=O)N2CCCCC2)c1)NCc1ccc(F)cc1	101	98	21	7	1.4	94	97	23	94	11	97
COc1ccc(-c2nnn(Cc3ccccc3F)n2)cc1	101	98	nt	9	0.4	100	97	26	103	4	97
Cc1ccnc(N2CCCC(C(=O)NCc3cccs3)C2)n1 (stereo not drawn)	100	101	nt	0	0.0	101	101	17	105	7	99
Cc1cccc(N2CCN(C(=O)C3COc4ccccc4O3)CC2)c1C (stereo not drawn)	100	95	-11	9	1.8	98	95	13	101	10	95
COC(=O)C1=C(C)N(c2ccc(S(N)(=O)=O)cc2)C(=O)C1	107	104	nt	26	0.6	102	102	29	108	24	100
CSc1cccc(CN2CCN(Cc3ccc(F)c(F)c3)C(CCO)C2)c1 (stereo not drawn)	95	99	10	1	0.4	96	105	10	99	3	96
CCOc1ccc(OCc2cccc(C(=O)N3CCOCC3)c2)cc1	101	96	nt	12	1.1	97	97	37	99	6	94
O=C(Oc1ccc2ccc(O)cc2c1)C1CCCCC1	96	98	8	2	0.4	97	100	23	95	7	92
CCC1CCCCN1S(=O)(=O)c1ccc(C(=O)Nc2nnc(-c3cccs3)o2)cc1 (stereo not drawn)	101	97	nt	3	-1.1	99	96	25	105	34	99
CCc1c(C)nc(SCC(=O)Nc2ccc3c(c2)OCCO3)[nH]c1=O	94	94	4	3	0.5	94	95	14	100	8	97
COc1cccc(N(C(=O)CNC(=O)c2ccco2)C(C(=O)NC2CCCCC2)c2ccncc2)c1 (stereo not drawn)	102	99	nt	1	0.1	100	96	66	100	7	98
C/C(CCc1ccccc1)=N\NC(=O)COc1ccccc1C	95	96	22	10	0.7	98	96	14	99	11	94
O=C(N/N=C/c1cn(-c2ccccc2)nc1-c1ccc2c(c1)OCCO2)c1ccncc1	97	98	-3	23	1.7	96	99	14	96	7	95
COc1cc(NC(=O)c2cc(OC)c(OC)c(OC)c2)c(OC)cc1NC(=O)CN1CCCCC1	103	102	nt	5	1.3	101	102	34	103	6	100
CCOC(=O)c1c(C)oc2ccc(OCc3cc(C(=O)OC)oc3C)cc12	98	98	13	42	2.8	100	101	25	102	11	95
CCN1C(=O)C2(SC(NC(C)=O)=NN2C(C)=O)c2cc(C)ccc21 (stereo not drawn)	103	103	nt	-1	-0.1	102	102	57	107	23	102
O=C(Cc1ccccc1)NNC(=O)Nc1cccc(Cl)c1	102	102	nt	7	1.3	102	103	21	105	28	97
Cc1coc(C)c1C(=O)CC1(O)C(=O)Nc2cc(Cl)cc(Cl)c21 (stereo not drawn)	104	105	nt	2	0.7	105	105	25	102	11	99
CCOC(=O)c1c(NC(=O)CN2CCN(C)CC2)sc(C(=O)Nc2ccccc2)c1C	96	100	nt	10	10	99	105	15	98	8	96
COc1ccc(CCN=C2SCC(=O)N2Cc2ccccc2)cc1OC	94	98	-10	29	1.0	97	101	12	98	12	95
CCOC(=O)c1cc2c(C)[nH]c(C)c2cc(C(=O)OCC)c1=O	96	95	-11	17	0.7	95	101	9	98	9	95
Cc1nn(Cc2ccccc2Cl)c2sc(C(=O)NCc3ccc4c(c3)OCO4)cc12	101	99	nt	2	0.6	100	99	53	99	8	97

Further records
SMILES	Cdc42 wt	Rab2 wt GTP	Pf gamet viab	ABCG2 inh	ABCB1 block	HRas wt GTP	Rab7 wt modul	GSH bead fluor	Rac1 wt modul	Avidin bead fluor	Rac1 mut GTP
Cc1ccc(C)c(NC(=O)CCn2cnnn2)c1	99	101	5	0	0.3	100	102	21	100	10	97
COc1ccc(C2CCCN2C(=S)Nc2ccc(C)cc2C)cc1OC (stereo not drawn)	96	96	-15	-5	-2.7	96	94	12	99	7	95
Cn1c2c(c(=O)n(C)c1=O)C(c1ccc(Br)cc1)Nc1ccccc1O2 (stereo not drawn)	98	99	-19	3	0.6	99	97	50	99	6	96
Cn1c(=O)n(C)c2cc(C(=O)O)ccc21	100	98	-3	1	0.5	100	98	7	103	11	100
COc1cccc(N2CC(=O)N(NC(=O)CSc3nc(C)cc(C)c3C#N)CC2=O)c1	105	102	nt	5	0.7	105	103	11	103	6	103
O=C1C[C@@H](c2ccc(O)cc2)Oc2cc(O)cc(O)c21	98	98	15	0	-0.4	99	101	17	100	10	96
O=C1C(=O)N(c2cccc(Cl)c2)C(c2ccccc2[N+](=O)[O-])/C1=C(\O)c1ccccc1 (stereo not drawn)	85	86	nt	-1	-0.2	87	87	17	83	22	86
CCCNS(=O)(=O)c1ccc(OCC(=O)N2CCOCC2)cc1	102	101	-13	14	2.0	102	94	14	104	7	100
O=C(NC1CCCCC1)c1nc2c(nnn2Cc2ccccc2Cl)c(=O)[nH]1	98	97	nt	13	0.0	95	96	21	100	31	95
Cn1nc(CC(=O)Nc2ccc(N3CCN(C(=O)OC(C)(C)C)CC3)cc2)c2ccccc2c1=O	99	97	nt	30	1.8	98	96	22	99	29	97
O=C(Cc1cccc2ccccc12)NN1C(=O)CSC1=S	96	95	27	-1	-0.2	96	93	14	97	13	95
COc1ccc(NCc2nnc(SCC(=O)NNC(=O)c3ccc(C)cc3)n2C)cc1	102	100	-39	0	0.2	97	97	24	102	11	97
CSc1nc(C)cc(Oc2ccc(=O)[nH]n2)n1	94	98	-4	2	0.1	96	103	25	93	17	94
O=C(NCc1nc(-c2ccccc2)cs1)c1ccccc1	93	99	-7	8	0.4	98	102	10	98	8	96
O=C(CSc1nc2c(cnn2-c2ccc(F)cc2)c(=O)[nH]1)N1CCOCC1	105	101	-15	1	-0.4	103	100	25	106	35	100
CN(C)S(=O)(=O)c1cccc(NC(=O)COC(=O)c2cc(-c3cccc(Br)c3)nc3ccccc23)c1	97	97	14	-6	0.1	97	99	18	102	3	99
N#CCSc1nccc(/C=C/c2ccccc2)n1	94	96	nt	7	0.2	96	96	15	97	9	95
Cc1noc(C)c1C(=O)N1CCN(CCc2ccccc2)CC1	98	97	5	2	0.6	98	101	46	102	9	98
COC(=O)Nc1ncc(CN2CCC(c3ccccc3)CC2)s1	101	101	nt	1	-0.2	99	98	15	105	3	100
O=C1CC(c2ccccc2)CC(O)=C1C=NCCN1CCN(C(=O)Nc2ccccc2)CC1 (stereo not drawn)	?	?	-23	8	1.1	?	?	25	?	8	?
